HepG2 tox = kills HepG2 cells in TGF-b inhibitor counter-screen | HepG2 CAGA-GFP viability, ATP luminescence, 18 h | 410,000 compounds, 0.76% hits | AID 588856 | Potency, µM (titrated, usually from 46.1 µM), inactives show at the top dose activity change, negative = cytotoxicity, actives largely listed as cytotoxic; also: potency is read from the fitted curve at half-maximal effect; some results filed as inactive show a strong effect at the top dose
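HepG2 CAGA-GFP cells (1000/well, DMEM with 1% FBS) received compound, then TGF-beta at 500 pg/mL final, and were incubated 18 hours at 37 degrees C. Viability was read by CellTiter-Glo luminescence. Media-only wells were set as complete cell-killing and DMSO as no toxicity.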
Nrf2 ARE act = activates Nrf2 signaling; AREc32 ARE-luciferase reporter (MCF7-derived line), luminescence, 24 h; Potency, µM (highest dose often 46.1 µM), for the others: at the highest dose activation, hits mostly activators; 410,000 compounds, 0.31% hits; AID 624171; also: potency is read from the fitted curve at half-maximal effect; % of control where 0% means no effect; nearly all actives have a fitted effect of over 65% in size
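Nrf2 activation is followed as ARE-luciferase induction in the AREc32 line after one day of compound treatment; luminescence is read with Steady-Glo.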
IL1B secr inh = inflammasome signaling inhibition, IL-1 beta readout; 360,000 compounds, 4.7% hits; THP-1 LPS/ATP IL-1B secretion, AlphaLISA, 16 h; stronger effect = lower value; activity change, % at 57.5 µM; in the data active = activity change below about -50%; inconclusive = mostly about -30% to -49%; also: % is scaled to controls: 0 for no effect and ±100 for the full control effect
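THP-1 cells pretreated 1 hr with compounds (up to 57.5 uM final), then stimulated with LPS (250 ng/mL final) plus ATP (1.25 mM final); secreted IL-1B measured by AlphaLISA after 16 hr, decreased signal indicating inhibition.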
S2 tox = reduces viability in counter-screen for ATXN expression inhibitors; S2 cells (HEK-293 line with an ATXN2-luciferase reporter) viability, CellTiter-Fluor protease fluorescence, 24 h; Potency, µM (highest dose often 56.7 µM), usual class: cytotoxic; 400,000 compounds, 0.49% hits; also: potency is read from the fitted curve at half-maximal effect; nearly all actives have a fitted effect of over 40% in size
TGFb inhibitor = inhibitors of TGF-b signaling; HepG2 CAGA-GFP TGF-b/SMAD3 reporter, GFP fluorescence, 18 h; TGF-beta stimulated, 500 pg/mL final; Potency, µM (titrated, usually from 46.1 µM), for the others: at the highest dose activity, negative = inhibition, usual class: inhibitors; AID 588855; 410,000 compounds, 1.2% hits; also: potency is read from the fitted curve at half-maximal effect; % is scaled to controls: 0 for no effect and ±100 for the full control effect; nearly all actives have a fitted effect of over 65% in size
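GFP signal (ex488/em500-530) from TGF-beta-stimulated HEPG2 CAGA-GFP cells, 500 pg/mL final, 18 h at 37 degrees C in DMEM plus 1% FBS, normalized to unstimulated and DMSO-stimulated controls.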
A549 tox = kills or reduces viability of A549 cells in Nrf2 counter-screen | A549 ARE-Fluc cells, CellTiter-Fluor viability, 18-24 h | 390,000 compounds, 0.16% hits | AID 504648 | Potency, µM (titrated, usually from 46 µM), for inactives: at the top dose activity change, negative = cytotoxicity, usual class: inhibitors; also: potency is read from the fitted curve at half-maximal effect; % is scaled to controls: 0 for no effect and ±100 for the full control effect
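A549 ARE-Fluc cells in 5% FBS OPTI-MEM, 5000 cells/well, rested 2 h then exposed to compounds in concentration-response for 18-24 h at 37 °C. Viability by CellTiter-Fluor fluorescence (Ex 405/Em 525) after 30 min; luciferase luminescence (BugLite, 15 min, RT) read afterwards.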
Nrf2 inh = blocks Nrf2 signaling; 360,000 compounds, 2.1% hits; A549 ARE-Fluc reporter, luciferase luminescence, 18-24 h; Potency, µM (top dose mostly 46 µM), for the others: top-dose activity change, negative = inhibition, most hits filed as inhibitors; also: potency is read from the fitted curve at half-maximal effect; % is scaled to controls: 0 for no effect and ±100 for the full control effect; nearly all actives have a fitted effect of over 60% in size
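Cells were seeded and rested 2 h, then exposed to compounds for 18-24 h. CellTiter-Fluor was read first as a viability measure. BugLite was added 15 min before the final luminescent read of ARE-luciferase activity in A549 cells.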
MCF10A rerep = DNA re-replication induction in MCF 10a cells. MCF 10A DNA re-replication, Hoechst nuclear intensity, 48 h. Potency, µM (series often up to 46.1 µM), inactives show at the highest dose activity, positive = re-replication, usual class: activators. 350,000 compounds, 2.9% hits; also: potency is read from the fitted curve at half-maximal effect; % of control where 0% means no effect; nearly all actives have a fitted effect of over 50% in size
ATXN2 expr inh = reduces ATXN2 reporter expression in HEK-293 cells. Potency, µM (series often up to 57 µM), for the others: at the highest dose activity change, negative = inhibition, most hits filed as inhibitors. HEK-293 ATXN2-luciferase reporter, luminescence, 24 h. 360,000 compounds, 0.72% hits; also: potency is read from the fitted curve at half-maximal effect; % is scaled to controls: 0 for no effect and ±100 for the full control effect; nearly all actives have a fitted effect of over 55% in size
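ATXN2-luciferase reporter cells (luciferase flanked by upstream and downstream ATXN2 gene portions) were treated 24 h at 37 °C with compounds at up to 57 uM. SteadyGlo luminescence gave expression; GF-AFC fluorescence gave viability.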
Starred values were filed as active, the others as inactive; i = inactive; ? = inconclusive; · = no result given; [ ] = another dose, or the depositor's remark. Unless noted, calls follow the shape of the dose curve; as a rule, active = well fitted curve in the direction sought with a large enough effect; inconclusive = small, poorly fitted or top-dose-only effect, or another doubt; inactive = no such curve, though single readings can be large; an effect the other way counts as inactive or inconclusive.

SMILES	HepG2 tox	Nrf2 ARE act	IL1B secr inh	S2 tox	TGFb inhibitor	A549 tox	Nrf2 inh	MCF10A rerep	ATXN2 expr inh
COc1ccc(CC(=O)Nc2ccc(S(=O)(=O)Nc3ncccn3)cc2)cc1OC	2%	-0.8%	1	i	-2%	5%	2%	-19%	9%
COCCN1C(=O)c2ccccc2C(C(=O)Nc2ccc3c(c2)OCCO3)C1c1ccc(F)cc1 (stereo not given)	-9%	2.5%	38	i	-15%	0%	-7%	3%	9%
O=C(CCCn1c(=O)c2ccccc2n(Cc2cccc(Cl)c2)c1=O)NCCc1ccc(Cl)cc1	-23%	0.3%	·	·	0%	-1%	-18%	·	·
O=C(CN1C(=O)NC2(CCCCCC2)C1=O)c1cccs1	2%	-0.5%	-11	i	14%	4%	3%	7%	15%
C=CCC[C@H](Cc1ccc(F)cc1)C(=O)OC[C@@H](C)NC(=O)[C@@H](CC=C)CC(=O)N[C@@H](CO)Cc1ccccc1	-22%	5.4%	-11	i	-34%	-2%	-9%	-7%	-10%
C/C(=N\O)C1(C)N(O)C(C)(C)C(c2ccc(Br)cc2)=[N+]1[O-] (stereo not given)	1%	-0.4%	15	i	-6%	-1%	21%	-179%[0.0737 µM]	4%
COc1ccc(C(=O)NNC(=O)CCC(=O)Nc2ccc(C)cc2C)cc1	-30%	-0.8%	-7	i	1%	-16%	5%	-27%	3%
CC1(c2cc(C(F)(F)F)n3nc(C(=O)O)cc3n2)CC1	-1%	-0.1%	19	i	0%	-4%	0%	-8%	-1%
COc1ccc(N2CC(O)=C(c3nc(-c4ccc(F)cc4)cs3)C2=N)cc1	4%	-0.3%	10	i	0%	14%	-5%	0%	-18%
Cc1cc(NC(=O)CCOc2ccccc2)no1	-16%	0.3%	35	i	-11%	-7%	8%	15%	1%
CCCn1c2ccccc2c2nnc(SCC(=O)Nc3ncccn3)nc21	9%	2.3%	1	i	-6%	0%	9%	20%	-1%
CCNC(=S)Nc1cc(OC)c(NC(=O)c2ccco2)cc1OC	-1%	1.7%	-13	i	-5%	-1%	24%	-18%	-7%

Single records, from the list above.
`C/C(=N\O)C1(C)N(O)C(C)(C)C(c2ccc(Br)cc2)=[N+]1[O-]` (stereo not given) is listed with HepG2 tox: 1%; Nrf2 ARE act: -0.4%; IL1B secr inh: 15; S2 tox: i; TGFb inhibitor: -6%; A549 tox: -1%; Nrf2 inh: 21%; MCF10A rerep: -179%[0.0737 µM]; ATXN2 expr inh: 4%
`COCCN1C(=O)c2ccccc2C(C(=O)Nc2ccc3c(c2)OCCO3)C1c1ccc(F)cc1` (stereo not given) is listed with HepG2 tox: -9%; Nrf2 ARE act: 2.5%; IL1B secr inh: 38; S2 tox: i; TGFb inhibitor: -15%; A549 tox: 0%; Nrf2 inh: -7%; MCF10A rerep: 3%; ATXN2 expr inh: 9%

Reprinted at random: 3 records from the list.
SMILES	HepG2 tox	Nrf2 ARE act	IL1B secr inh	S2 tox	TGFb inhibitor	A549 tox	Nrf2 inh	MCF10A rerep	ATXN2 expr inh
COc1ccc(C(=O)NNC(=O)CCC(=O)Nc2ccc(C)cc2C)cc1	-30%	-0.8%	-7	i	1%	-16%	5%	-27%	3%
C/C(=N\O)C1(C)N(O)C(C)(C)C(c2ccc(Br)cc2)=[N+]1[O-] (stereo not given)	1%	-0.4%	15	i	-6%	-1%	21%	-179%[0.0737 µM]	4%
C=CCC[C@H](Cc1ccc(F)cc1)C(=O)OC[C@@H](C)NC(=O)[C@@H](CC=C)CC(=O)N[C@@H](CO)Cc1ccccc1	-22%	5.4%	-11	i	-34%	-2%	-9%	-7%	-10%

(continued)
SMILES	HepG2 tox	Nrf2 ARE act	IL1B secr inh	S2 tox	TGFb inhibitor	A549 tox	Nrf2 inh	MCF10A rerep	ATXN2 expr inh
Cc1ccccc1NC(=O)CSc1nc(-c2ccc(F)cc2)c2cccc(C)c2n1	-12%	-0.1%	·	·	-22%	7%	12%	·	·
CCOC(=O)C1CCN(C(=O)COC(=O)CNC(=O)c2ccc(OC)cc2)CC1	7%	-0.1%	0	i	3%	-5%	11%	?	-19%
CN(C)CCNC(=O)CCCn1c(=O)c2cccn2c2ccccc21	0%	-0.1%	·	·	-3%	0%	2%	·	·
C/C(=N\NC(=O)c1ccco1)c1ccc(NC(=O)C(F)(F)F)cc1	-1%	6.4%	0	i	10%	12%	?	-2%	7%
CCn1c(C(=O)NCc2ccccc2OC)cc2sccc21	-24%	-0.4%	·	?	-1%	21%	17%	·	6%
CCN(CC)S(=O)(=O)c1ccc(NC(=O)CCNC(=O)c2ccco2)cc1	-3%	-0.8%	12	i	-2%	0%	8%	-9%	2%
Cc1cccc(Nc2c([N+](=O)[O-])ccc3nonc23)c1	-2%	0.4%	-2	i	-2%	1%	7%	8%	·
CC(C)(C)C(=O)OCc1cn(-c2ccccc2)nn1	-2%	0.4%	4	i	-5%	1%	?	0%	44%[activator]
CC(OC(=O)c1cccnc1Cl)C(=O)Nc1ccc2c(c1)OCCO2 (stereo not given)	-15%	0.6%	23	i	-9%	0%	4%	14%	-7%
COc1ccc(OC(=O)N(C)C[C@@H]2OCc3cn(nn3)CCCC(=O)N([C@@H](C)CO)C[C@H]2C)cc1	0%	0.1%	15	i	-4%	·	·	·	0%
CC(C)CCOc1ccc(C(=O)NNC(=O)CNC(=O)c2ccccc2F)cc1	0%	0.4%	-9	i	-22%	?	-11%	-15%	0%
O=C(Nc1ccnn1C1CCN(Cc2ccccc2OC(F)F)CC1)c1cccc(F)c1	-10%	-0.1%	54	i	-30%	-14%	-21%	?	-5%
COc1ccc(CNC(=O)Cn2c(=O)oc3ccccc32)cc1OC	-22%	-0.1%	15	i	-8%	8%	-3%	-2%	-3%
COc1ccc(/C(C)=N/N=C(\C)c2ccc(OC)cc2OC)c(OC)c1	-5%	-0.5%	-2	i	19%	4%	1%	7%	-19%
CC(=O)N1CCN(C(=O)c2cc3c(s2)CCCC3)CC1	-2%	0.0%	-5	i	-9%	-1%	18%	-2%	26%
CCOC(=O)c1ccc(NC(=O)CN2C(=O)C(CC)SC(CC)C2=O)cc1 (stereo not given)	0%	0.4%	23	i	-19%	0%	-10%	2%	-4%
O=C(Nc1cccc(S(=O)(=O)N2CCCC2)c1)c1ccc(Cl)nc1	2%	3.0%	7	i	-17%	-18%	?	?	?
COc1cccc(C(=O)NCCS(=O)(=O)N2CCc3ccccc3C2)c1	0%	-0.8%	19	?	-4%	-3%	1%	0%	-2%
O=C(O)c1ccccc1C(=O)NCCc1ccc(Cl)cc1	1%	4.5%	0	i	0%	-9%	9%	-1%	·
COc1cc([N+](=O)[O-])ccc1NC(=O)C[n+]1ccccc1	0%	-0.2%	13	?	-1%	4%	?	1%	-10%
O=P(O)(O)CCP(=O)(c1ccccc1)c1ccccc1	8%	-0.1%	31	i	-7%	-1%	5%	-3%	7%
Cc1cc(NS(=O)(=O)c2ccc(NC(=S)NC(=O)c3ccc(F)cc3)cc2)no1	-6%	-1.8%	49	i	6%	0%	-5%	0%	-9%
COc1ccc(N2C(=O)CNC2=S)cc1	18%	0.0%	12	?	21%	-10%	1%	-1%	7%
Cc1ccc(NC(=O)c2sc3nc(-c4cc5ccccc5oc4=O)[nH]c(=O)c3c2C)c(C)c1	-1%	-0.3%	·	·	142%[activator]	8%	3%	·	·
COc1ccccc1NC(=O)c1c(C)cc(C)nc1SCC(=O)Nc1ccc(C)c(C)c1	-8%	3.0%	·	·	0%	-17%	?	·	·
CS(=O)(=O)N(Cc1ccc(C(=O)NC2CCCC2)cc1)c1ccccc1	-71%	-0.8%	-8	i	-2%	1%	1%	10%	·
CCC(=O)NCC(c1ccco1)N1CCN(c2ccc(OC)cc2)CC1 (stereo not given)	1%	0.3%	-3	i	-10%	-1%	8%	-1%	3%
COc1ccc(OC)c(-c2cc(C(=O)Nc3c(C)nn(Cc4ccccc4C)c3C)no2)c1	-25%	0.1%	?	i	-10%	-7%	·	-13%	-24%
Cc1ccc(C)c(N(C(=O)CS(=O)CC(=O)Nc2ccc3c(c2)OCO3)C(C)C(=O)NC2CCCC2)c1 (stereo not given)	-2%	0.2%	-12	?	-5%	-7%	-2%	3%	-2%
COc1ccc(C(=O)Nc2cc(=O)[nH]c3ncnn23)cc1	-4%	8.1%	52	i	3%	-2%	11%	-2%	10%
CCOC(=O)C(C)Sc1nc(-c2ccccc2)nc2ccccc12 (stereo not given)	3%	-0.9%	63	i	-1%	0%	-5%	13%	-13%[11.3 µM]
O=C1c2ccccc2C(O)(Cc2ccccc2)N1Cc1ccco1 (stereo not given)	-6%	-0.1%	14	i	-12%	-5%	9%	?	-6%
Cc1cccn2c(=O)c3cc(C(=O)N4CC(C)CC(C)C4)sc3nc12 (stereo not given)	0%	14%	24	i	13%	1%	15%	?	3%
N#Cc1cnn(-c2ccc([N+](=O)[O-])cc2[N+](=O)[O-])c1N	-58%	-3.6%	34	i	-29%	·	·	·	·
Nc1nccc(SCc2ccccc2)n1	1%	0.0%	?	i	-2%	-1%	10%	-3%	29%
COc1ccc(CNC(=O)c2c(C)oc3c2C(=O)c2ccccc2C3=O)cc1	0.89µM*	-4.8%	37	i	1µM*	4.6µM*	4.1µM*	4.6µM*	?
COc1ccc(CCC(=O)N/N=C/c2ccc3c(c2)OCO3)cc1	16%	-1.1%	5	i	?	-1%	3%	-3%	-6%
COc1cccc(CNC(=O)c2cccnc2Sc2ccc(Cl)cc2)c1	2%	-0.5%	4	i	0%	2%	-16%	5%	0%

Bioassay records as filed in PubChem.
